Screening results as filed in PubChem BioAssay.
GalR3 antagonist: human GalR3 antagonism. AID 651719. O60755. 0.44% of 360,000 active. inhibition, % at 3 µM. HEK293 GalR3-CNG cAMP membrane potential fluorescence; galR3 body fused to GalR1 C-terminus;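 active = inhibition above the screen-wide average plus 3 SD, cut at about 13% in these data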;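 also: forskolin and galanin both at EC90 stimulate the cells; cAMP rise reported by CNG channel membrane potential dye signal; 0% = forskolin plus galanin with DMSO and 100% = forskolin alone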
Target sequence (O60755 1-299 limits assumed): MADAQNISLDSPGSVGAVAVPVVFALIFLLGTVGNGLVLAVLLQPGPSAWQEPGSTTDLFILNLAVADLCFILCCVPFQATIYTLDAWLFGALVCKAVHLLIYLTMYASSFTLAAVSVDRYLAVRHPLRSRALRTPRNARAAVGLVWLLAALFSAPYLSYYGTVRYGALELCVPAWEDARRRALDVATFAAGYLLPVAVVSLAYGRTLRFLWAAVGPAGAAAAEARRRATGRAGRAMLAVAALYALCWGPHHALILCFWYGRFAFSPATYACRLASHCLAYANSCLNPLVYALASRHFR
V1aR counter: counter-screen for oxytocin receptor agonists: human V1a receptor agonists. CHO-V1R cells, Fluo-8 calcium fluorescence, agonist mode; 0% DMSO, 100% 3 nM vasopressin. activation, % at 3 µM. 0.25% of 320,000 active;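 active = activation above the mean activation of all tested compounds plus 3 SD, per screening run, cut at about 20% in these data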;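 also: signal is peak over basal fluorescence ratio across a 100 second FLIPR read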
Target sequence (P37288 whole entry, looked up): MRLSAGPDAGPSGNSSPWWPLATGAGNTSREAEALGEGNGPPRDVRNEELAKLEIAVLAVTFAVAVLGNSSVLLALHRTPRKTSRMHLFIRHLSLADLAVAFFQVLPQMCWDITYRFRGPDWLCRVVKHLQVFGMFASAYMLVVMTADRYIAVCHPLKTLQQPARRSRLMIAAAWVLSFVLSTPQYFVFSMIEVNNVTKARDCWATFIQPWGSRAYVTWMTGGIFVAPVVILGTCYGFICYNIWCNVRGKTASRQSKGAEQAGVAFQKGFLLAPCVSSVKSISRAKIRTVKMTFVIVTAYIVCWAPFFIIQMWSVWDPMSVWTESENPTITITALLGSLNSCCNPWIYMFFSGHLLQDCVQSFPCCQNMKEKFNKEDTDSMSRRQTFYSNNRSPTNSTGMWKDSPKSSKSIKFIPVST
OXTR ag: human OXTR agonism; CHO-OTR cells, Fluo-8 calcium fluorescence; normalized: DMSO 0%, oxytocin 100%; activation, % at 3 µM; 0.32% of 320,000 active; AID 2435;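 active = activation above the mean of all tested compounds plus 3 SD, cutoff set per screening run, cut at about 20% in these data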;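 also: peak over basal fluorescence ratio from a 100 s FLIPR kinetic read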
Target sequence (P30559 whole entry, looked up): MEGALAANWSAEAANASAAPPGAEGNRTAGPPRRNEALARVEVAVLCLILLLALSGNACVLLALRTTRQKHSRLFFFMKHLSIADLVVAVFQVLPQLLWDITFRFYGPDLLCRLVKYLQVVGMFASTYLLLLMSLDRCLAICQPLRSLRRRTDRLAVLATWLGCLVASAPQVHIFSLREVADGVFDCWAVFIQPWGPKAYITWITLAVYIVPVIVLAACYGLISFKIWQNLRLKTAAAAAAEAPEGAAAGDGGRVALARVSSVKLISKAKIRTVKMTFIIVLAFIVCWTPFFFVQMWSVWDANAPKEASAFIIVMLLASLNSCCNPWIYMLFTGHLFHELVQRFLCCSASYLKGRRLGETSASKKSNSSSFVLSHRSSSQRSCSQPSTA
* marks the source's active call; other numbers are inactive results. An excerpt (hit frequency here may not be typical).

How did COc1ccc(Cl)cc1NC(=O)CN(C)C(=O)c1cc(C)oc1C do in these assays?
GalR3 antagonist: -7.8; V1aR counter: 0.5; OXTR ag: 0.0

Results for CC1CC(C)CN(C(=O)COC(=O)c2cc(S(=O)(=O)N3CCOCC3)ccc2F)C1 (centres undefined) ?
GalR3 antagonist: 2.8; V1aR counter: -1.0; OXTR ag: -0.1

How did Cc1ccccc1C(=O)N1CCC(C(=O)N2CCCc3ccccc32)CC1 do in these assays?
GalR3 antagonist: -5.2; V1aR counter: 4.2; OXTR ag: 6.3

How did COc1cccc(NS(=O)(=O)c2ccc3c(c2)CC(=O)N3)c1 do in these assays?
GalR3 antagonist: 2.3; V1aR counter: 1.0; OXTR ag: 1.1

What do the screens show for `O=C(NCCC1CCCCN1S(=O)(=O)c1cccs1)C(=O)NCc1ccccc1` (centres undefined)?
GalR3 antagonist: -3.7; V1aR counter: -1.2; OXTR ag: -0.4

What do the screens show for `COC(=O)[C@]1(CC(C)C)N[C@H](c2ccc(-c3ccc4c(c3)OCO4)cc2)[C@@H]2C(=O)N(C)C(=O)[C@@H]21`?
GalR3 antagonist: -5.8; V1aR counter: 1.1; OXTR ag: 0.6

What do the screens show for `NS(=O)(=O)c1cc(C(=O)OCCNC(=O)c2ccccc2)c(Cl)cc1Cl`?
GalR3 antagonist: -4.0; V1aR counter: 0.2; OXTR ag: -1.6

Results for COc1ccc(S(=O)(=O)N2CCOCC2)cc1NC(=O)CN1CCCc2ccccc21 ?
GalR3 antagonist: -3.8; V1aR counter: 0.7; OXTR ag: 1.6

How did C=CCC[C@@H](Cc1ccc(F)cc1)C(=O)O[C@H](CNC(=O)[C@@H](CC=C)CC(=O)N[C@H](CO)Cc1ccccc1)c1ccccc1 do in these assays?
GalR3 antagonist: -3.5; V1aR counter: 0.8; OXTR ag: 0.8

What do the screens show for `Cc1ccc(C)c(N2N=C(C(=O)NCCN3C(=O)S/C(=C\c4cccnc4)C3=O)CCC2=O)c1`?
GalR3 antagonist: -2.6; V1aR counter: -0.9; OXTR ag: -1.7

Results for CCCn1c(N)c(C(=O)COC(=O)CNC(=O)c2ccc(C)c(C)c2)c(=O)n(C)c1=O ?
GalR3 antagonist: -5.4; V1aR counter: 0.0; OXTR ag: 0.3

How did O=C1c2ccccc2CSc2c(O)cccc21 do in these assays?
GalR3 antagonist: -0.1; V1aR counter: 5.0; OXTR ag: 3.0

How did CCN(C(=O)COC(=O)/C=C/c1ccc(F)cc1)C1CCCCC1 do in these assays?
GalR3 antagonist: -4.5; V1aR counter: 0.7; OXTR ag: -1.8

Results for CS(=O)(=O)c1ccc(C(=O)NCC2(N3CCOCC3)CCCCC2)cc1 ?
GalR3 antagonist: -2.2; V1aR counter: 0.1; OXTR ag: 1.9

What do the screens show for `COc1ccc2c(c1)OC[C@H]1[C@H]2N2C(=O)CN(Cc3ccc(Cl)cc3)C(=O)[C@@]2(C)[C@H]1c1ccccc1`?
GalR3 antagonist: -7.6; V1aR counter: 1.9; OXTR ag: 1.8

A draw from above in order of count of non-hydrogen atoms, falling:
How did C=CCC[C@@H](Cc1ccc(F)cc1)C(=O)O[C@H](CNC(=O)[C@@H](CC=C)CC(=O)N[C@H](CO)Cc1ccccc1)c1ccccc1 do in these assays?
GalR3 antagonist: -3.5; V1aR counter: 0.8; OXTR ag: 0.8

Results for CCCn1c(N)c(C(=O)COC(=O)CNC(=O)c2ccc(C)c(C)c2)c(=O)n(C)c1=O ?
GalR3 antagonist: -5.4; V1aR counter: 0.0; OXTR ag: 0.3

What do the screens show for `O=C(NCCC1CCCCN1S(=O)(=O)c1cccs1)C(=O)NCc1ccccc1` (centres undefined)?
GalR3 antagonist: -3.7; V1aR counter: -1.2; OXTR ag: -0.4

Results for CS(=O)(=O)c1ccc(C(=O)NCC2(N3CCOCC3)CCCCC2)cc1 ?
GalR3 antagonist: -2.2; V1aR counter: 0.1; OXTR ag: 1.9

How did COc1ccc(Cl)cc1NC(=O)CN(C)C(=O)c1cc(C)oc1C do in these assays?
GalR3 antagonist: -7.8; V1aR counter: 0.5; OXTR ag: 0.0

How did COc1cccc(NS(=O)(=O)c2ccc3c(c2)CC(=O)N3)c1 do in these assays?
GalR3 antagonist: 2.3; V1aR counter: 1.0; OXTR ag: 1.1

(continued)
Results for COc1ccccc1S(=O)(=O)Nc1ccc(S(=O)(=O)Nc2nccs2)cc1 ?
GalR3 antagonist: -7.8; V1aR counter: 0.7; OXTR ag: 0.1

What do the screens show for `O=C(CN1CCN(C(=O)C2CC2)CC1)Nc1cc(C(F)(F)F)cc(C(F)(F)F)c1`?
GalR3 antagonist: -6.7; V1aR counter: 0.2; OXTR ag: 0.0

Results for N#CCC(=O)N1CCN(Cc2ccc3c(c2)OCO3)CC1 ?
GalR3 antagonist: -1.5; V1aR counter: 0.6; OXTR ag: 0.4

How did Cc1ccc(S(=O)(=O)N(C)c2ccc(OCC(=O)N3CCCC(C(F)(F)F)C3)cc2)cc1 (centres undefined) do in these assays?
GalR3 antagonist: -3.8; V1aR counter: -0.4; OXTR ag: -1.6

How did COc1cc(C(=O)NNC(=O)/C=C/c2ccco2)cc(OC)c1OC do in these assays?
GalR3 antagonist: -4.2; V1aR counter: 0.0; OXTR ag: 1.2

What do the screens show for `COC(=O)[C@]1(Cc2ccccc2)N[C@H](CN(C)C(=O)Nc2ccccc2)[C@@H]2C(=O)N(Cc3ccccc3)C(=O)[C@@H]21`?
GalR3 antagonist: -0.8; V1aR counter: 0.4; OXTR ag: -0.5

Results for CC(OC(=O)C1CC(=O)N(Cc2ccccc2)C1)C(=O)Nc1ccccc1[N+](=O)[O-] (centres undefined) ?
GalR3 antagonist: 0.1; V1aR counter: 2.2; OXTR ag: 0.7

Results for CC(C)CN(C(=O)CSc1nncn1C)C1CCS(=O)(=O)C1 (centres undefined) ?
GalR3 antagonist: -5.1; V1aR counter: 0.4; OXTR ag: 0.3

Results for COCCN1C(=O)N[C@@H](c2ccccc2)[C@H](C(C)=O)[C@H]1C ?
GalR3 antagonist: -3.8; V1aR counter: 1.0; OXTR ag: 0.4

Results for O=C(C[C@@H]1C/C=C\C[C@@H](Cc2ccc(F)cc2)C(=O)OCCNC1=O)N[C@H](CO)Cc1ccccc1 ?
GalR3 antagonist: -4.0; V1aR counter: 0.5; OXTR ag: 0.5

Results for CC(C)C(=O)N1CCN(c2ccccc2NC(=S)NC(=O)/C=C/c2ccco2)CC1 ?
GalR3 antagonist: -5.2; V1aR counter: -1.0; OXTR ag: -1.6

Results for O=C(NC1CCCCC1)c1cc(S(=O)(=O)N2CCN(c3ccccc3)CC2)ccc1Cl ?
GalR3 antagonist: -3.8; V1aR counter: 2.0; OXTR ag: -2.2

How did Cc1ccccc1OCC(=O)OC(C)C(=O)NC1CCCC1 (centres undefined) do in these assays?
GalR3 antagonist: -3.4; V1aR counter: -0.4; OXTR ag: -0.6

What do the screens show for `COCCN(C(=O)CSc1n[nH]c(-c2ccccc2)n1)c1c(N)n(CC(C)C)c(=O)[nH]c1=O`?
GalR3 antagonist: 2.9; V1aR counter: 0.2; OXTR ag: -0.8

Results for O=S(=O)(Nc1ccc(-n2cnnn2)cc1)c1ccc(Cl)s1 ?
GalR3 antagonist: -4.6; V1aR counter: 2.7; OXTR ag: 3.4

What do the screens show for `C[C@@H]1COC(=O)[C@H](CC(=O)OC(C)(C)C)C/C=C\C[C@@H](CC(=O)N(CCO)Cc2ccccc2)C(=O)N1`?
GalR3 antagonist: -4.3; V1aR counter: 0.5; OXTR ag: 0.1

How did O=[N+]([O-])c1ccc(-c2c(-c3ccccc3)ncc3ccc(F)cc23)cc1 do in these assays?
GalR3 antagonist: -5.1; V1aR counter: -0.3; OXTR ag: 0.8

Results for Cc1ccc(S(=O)(=O)CCC(=O)OCC(=O)NNC(=O)c2ccc([N+](=O)[O-])cc2)cc1 ?
GalR3 antagonist: -4.1; V1aR counter: 0.0; OXTR ag: 0.0

What do the screens show for `CCN(CC(=O)NCc1cccs1)C(=O)COc1ccc(C(C)=O)cc1`?
GalR3 antagonist: 1.6; V1aR counter: 0.6; OXTR ag: 1.4

What do the screens show for `Cc1ccc(NC(=O)CN(C)C(=O)CCC(=O)N2CCOCC2)cc1`?
GalR3 antagonist: -3.4; V1aR counter: 0.5; OXTR ag: -1.3

How did O=C1c2ccc([N+](=O)[O-])cc2C(=O)N1c1ccc([N+](=O)[O-])cn1 do in these assays?
GalR3 antagonist: 0.7; V1aR counter: 1.1; OXTR ag: -0.1

How did CCN(CC)C(=O)c1nc[nH]c1C(=O)N(C)Cc1ccccc1 do in these assays?
GalR3 antagonist: -4.5; V1aR counter: 1.4; OXTR ag: -0.4

How did CCN1C(=O)C(=O)N(CC(=O)c2cc(C)n(C3CC3)c2C)C1=O do in these assays?
GalR3 antagonist: -6.0; V1aR counter: 0.1; OXTR ag: -0.4

Results for CCN(CC(=O)Nc1c(F)cccc1F)C(=O)C1CC1 ?
GalR3 antagonist: -8.7; V1aR counter: 1.6; OXTR ag: 0.7

What do the screens show for `COc1ccc([N+](=O)[O-])cc1NC(=O)C(C)OC(=O)C1CC(=O)N(Cc2ccco2)C1` (centres undefined)?
GalR3 antagonist: -6.5; V1aR counter: 0.0; OXTR ag: 0.1

What do the screens show for `C[C@]12c3[nH]c4ccccc4c3CCN1C(=O)C(CC(=O)NCCN1CCOCC1)C[C@@H]2C(=O)N1CCOCC1` (some centres undefined)?
GalR3 antagonist: 1.8; V1aR counter: 1.1; OXTR ag: 1.0

How did Cc1ccc(S(=O)(=O)N2CCOCC2)cc1NC(=O)COC(=O)Cn1c(C)csc1=O do in these assays?
GalR3 antagonist: -1.6; V1aR counter: 0.3; OXTR ag: -0.1

What do the screens show for `CCOC(=O)c1cnc(SCC(=O)OCC(=O)N(CC)C2CCS(=O)(=O)C2)nc1N` (centres undefined)?
GalR3 antagonist: -2.4; V1aR counter: 0.1; OXTR ag: -0.1

How did COC(C[C@@H]1O[C@@H]1C(=O)[C@@H](C)OCc1ccccc1)OC do in these assays?
GalR3 antagonist: -5.4; V1aR counter: 0.5; OXTR ag: -0.3

What do the screens show for `Cc1nn(C)c(C)c1NS(=O)(=O)c1ccccc1Cl`?
GalR3 antagonist: -1.0; V1aR counter: 0.5; OXTR ag: 2.0

Results for O=C(CNC(=O)C12CC3CC(CC(C3)C1)C2)Nc1ncccc1O ?
GalR3 antagonist: -3.1; V1aR counter: 0.7; OXTR ag: 0.9

What do the screens show for `O=C(OCC(=O)N1CCCCC1)c1ccc2ccccc2n1`?
GalR3 antagonist: -5.2; V1aR counter: -0.2; OXTR ag: 1.0

How did CC1CCN(C(=O)c2[nH]cnc2C(=O)Nc2cccc(Cl)c2)CC1 do in these assays?
GalR3 antagonist: -4.1; V1aR counter: -0.7; OXTR ag: 0.5

Results for O=C(CSc1nc2[nH]c(=O)cc(O)c2s1)Nc1nccs1 ?
GalR3 antagonist: -0.2; V1aR counter: 0.8; OXTR ag: 0.9

How did COc1ccccc1NS(=O)(=O)c1ccc(C(=O)N2CCCC(C(F)(F)F)C2)cc1 (centres undefined) do in these assays?
GalR3 antagonist: -3.0; V1aR counter: 6.2; OXTR ag: 4.7

How did Cn1c2cc(Br)sc2c2cnn(Cc3ccc(F)cc3F)c(=O)c21 do in these assays?
GalR3 antagonist: -5.7; V1aR counter: 1.6; OXTR ag: 2.0

Results for Cc1cccc(N2CCN(C(=O)CNC(=O)Cc3ccccc3)CC2)c1C ?
GalR3 antagonist: -7.9; V1aR counter: 0.3; OXTR ag: -1.6

Results for O=C(c1cccc(S(=O)(=O)N2CCOCC2)c1)N1CCN(c2ccccc2)CC1 ?
GalR3 antagonist: -3.5; V1aR counter: -0.4; OXTR ag: -0.1

How did O=C(CSc1nc(=O)[nH]c2c1CCCC2)Nc1ccc(F)cc1F do in these assays?
GalR3 antagonist: -5.7; V1aR counter: -0.8; OXTR ag: 0.4

How did O=C(Cn1cnc2ccccc2c1=O)NC1CCS(=O)(=O)C1 (centres undefined) do in these assays?
GalR3 antagonist: -5.5; V1aR counter: -0.1; OXTR ag: 0.5

What do the screens show for `Cc1ccc(NS(=O)(=O)c2ccc(C)c(C(=O)NCC(c3ccccc3)N(C)C)c2)cc1` (centres undefined)?
GalR3 antagonist: -2.2; V1aR counter: 7.7; OXTR ag: 11.3

What do the screens show for `Cc1ccc(S(=O)(=O)N2CCCCC2)cc1C(=O)OCC(=O)N1c2ccccc2NC(=O)C1(C)C`?
GalR3 antagonist: -3.1; V1aR counter: 0.0; OXTR ag: -0.9

Results for O=C(NCCC1CCCCN1S(=O)(=O)c1ccccc1)C(=O)NCC1CCCO1 (centres undefined) ?
GalR3 antagonist: -4.6; V1aR counter: 1.3; OXTR ag: 0.7

Results for CSc1ncccc1C(=O)Nc1cc(Cl)ccc1N1CCOCC1 ?
GalR3 antagonist: -2.2; V1aR counter: -0.6; OXTR ag: -2.2

How did O=C(COC(=O)Cn1cnc2ccccc2c1=O)NNC(=O)c1ccc(Br)cc1 do in these assays?
GalR3 antagonist: 2.2; V1aR counter: 0.4; OXTR ag: -0.2

Results for O=C(COC(=O)c1cnccn1)Nc1ccc(Cl)cc1C(F)(F)F ?
GalR3 antagonist: -3.8; V1aR counter: -0.9; OXTR ag: -0.5

How did COC(=O)c1nc(-c2ccccc2)nc(-c2ccccc2)c1C(=O)OC do in these assays?
GalR3 antagonist: -4.5; V1aR counter: -0.7; OXTR ag: -4.1

What do the screens show for `CN(Cc1ccccc1F)C(=O)c1ccc(NS(=O)(=O)c2ccc3[nH]c(=O)[nH]c3c2)cc1`?
GalR3 antagonist: -2.3; V1aR counter: 0.8; OXTR ag: 0.6

How did Cc1ccc(OCCOC(=O)C2CCN(S(=O)(=O)c3ccc(C)c(C)c3)CC2)cc1 do in these assays?
GalR3 antagonist: -2.5; V1aR counter: 2.0; OXTR ag: 2.7
